PolyA inh – blocks polyadenylation in yeast reporter cells; 300,000 tested, 0.02% active; S. cerevisiae SKY197-pL101 polyadenylation reporter, beta-gal luminescence; efflux-impaired pdr1/pdr3 knockout yeast; score 100 = 6 SD above DMSO; calls only at 12 µM; AID 1875;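 active = lowest replicate activity score at least 50, where 100 means six control SD above control mean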;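 note: yeast exposed to compound for 9 h at 30 °C; higher score means more reporter readthrough which indicates perturbed polyadenylation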
RGS4 block – inhibitors of human RGS4 | P49798 | HEK293 M3R/RGS4 inducible, Fluo-4 calcium flux; stronger effect = higher value; triggered by carbachol at its EC20 | B-score at 10 µM | 310,000 tested, 0.45% active;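 active = B-score, a plate-corrected calcium signal, over three deviations above library mean, with baseline fluorescence within five deviations of library mean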;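 note: RGS4 expression induced by doxycycline in cells with stable M3 receptor; B-score is computed from the integrated fluorescence ratio over baseline after carbachol; higher B-score means a larger calcium signal and so more RGS4 inhibition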
Target sequence (P49798 whole entry, looked up): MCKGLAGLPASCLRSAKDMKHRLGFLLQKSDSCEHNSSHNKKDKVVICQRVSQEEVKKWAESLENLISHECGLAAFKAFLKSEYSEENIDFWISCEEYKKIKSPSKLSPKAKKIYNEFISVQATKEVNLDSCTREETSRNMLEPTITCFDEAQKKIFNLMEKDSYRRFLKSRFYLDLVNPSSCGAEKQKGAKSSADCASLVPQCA
GSK3beta inhib – inhibitors of human GSK3beta kinase; activity score (negative = inhibition), % at 10 µM; P49841; 300,000 tested, 0.038% active; AID 2097; GST-GSK3beta kinase, ADP-Glo luminescence, 60 min; stronger effect = lower value;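 active = more than half of replicate wells score below -50%, meaning over 50% inhibition versus plate controls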;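 note: 0% = median DMSO wells and -100% = median GW8510 positive control wells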
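Assay system: GST-tagged human GSK3beta kinase, cell-free; Input: 1.6 ng GSK3beta; Medium: Tris/MgCl2 kinase buffer; Timing: 60 min enzyme reaction, room temperature; Signal: ADP-Glo luminescence quantifying ADP generated by kinase; Evaluation: score relative to plate controls; Benchmarks: DMSO neutral wells and GW8510 at 20 µM as positive.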
KCNQ1 pot – potentiates or activates the human KCNQ1 potassium channel; P51787; CHO-K1 KCNQ1, thallium flux FluxOR fluorescence; stronger effect = higher value; B-score at 10 µM; 310,000 tested, 0.35% active; AID 2648;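 active = fluorescence ratio B-score, a plate-corrected score, at least three library SD, with initial intensity B-score within 5 SD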
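assay system = KCNQ1-transfected CHO-K1 cells | medium = assay buffer with matched DMSO | probe or stimulus = depolarizing K+/Tl+ stimulus, K2SO4 and Tl2SO4 each 12.5 mM in 5x stock | dosing = single dose | incubation = dye 90 min, compound 20 min, room temperature | detection = kinetic FluxOR fluorescence, 10 s baseline plus 110 s post-stimulus | evaluation = ratio B score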
KCNK9 inh – blocks the human KCNK9 two-pore domain potassium channel | 310,000 tested, 1.2% active | HEK293 KCNK9, FluxOR thallium flux fluorescence; stronger effect = lower value | Q9NPC2 | B-score at 10 µM;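 active = ratio B-score over 3 SD below the library mean, with starting fluorescence within 5 SD of its mean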;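 note: negative B-score means less thallium flux so channel inhibition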
Target sequence (Q9NPC2 whole entry, looked up, the tested form may be a part): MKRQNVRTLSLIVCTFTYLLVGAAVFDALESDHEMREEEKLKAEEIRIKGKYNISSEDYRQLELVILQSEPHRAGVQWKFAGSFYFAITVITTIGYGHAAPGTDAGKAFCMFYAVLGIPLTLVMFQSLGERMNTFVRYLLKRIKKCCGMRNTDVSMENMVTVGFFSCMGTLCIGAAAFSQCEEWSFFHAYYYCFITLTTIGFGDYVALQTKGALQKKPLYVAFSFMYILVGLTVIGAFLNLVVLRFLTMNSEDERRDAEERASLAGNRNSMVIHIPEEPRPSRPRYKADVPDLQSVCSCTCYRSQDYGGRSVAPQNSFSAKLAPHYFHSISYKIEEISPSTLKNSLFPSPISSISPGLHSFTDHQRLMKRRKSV
RGS4 act – RGS4 potentiation or activation | HEK293 M3R/inducible RGS4, carbachol calcium flux Fluo4; stronger effect = lower value | B-score at 10 µM | 310,000 tested, 0.92% active;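 active = B-score of the integrated calcium signal more than 4 SD below the library mean, with starting fluorescence not abnormally high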;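 note: negative B-score means reduced calcium response which marks RGS4 activation or potentiation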
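Also added: carbachol at ECmax as muscarinic agonist stimulus; Assay system: HEK293 cells with stable M3R and inducible RGS4; Timing: overnight RGS4 induction, 30 min dye load 37 °C, 20 min compound RT; Measured by: Fluo4-AM (2 µM) calcium-flux fluorescence, kinetic read.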
KCNQ1 block – inhibitors of human KCNQ1 potassium channel; 310,000 tested, 1.3% active; B-score at 10 µM; AID 2642; CHO-K1 KCNQ1, FluxOR thallium flux fluorescence; stronger effect = higher value;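 active = compounds whose thallium flux B-score, printed positive for inhibition, exceeds three library SD while starting fluorescence stays within three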;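 note: channel opened by potassium depolarization with thallium stimulus after 20 min compound exposure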
hERG rescue – shields human hERG channel from block by proarrhythmic agents. Q12809. CHO-hERG, FluxOR thallium flux, dofetilide IC70 present. activation (rescue from dofetilide block), less the hit threshold, % at 10 µM. 310,000 tested, 0.51% active;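 active = activation above the mean of controls blocked by dofetilide plus 5 SD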;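 note: thallium influx through hERG after potassium depolarization seen as dye fluorescence rise; in these data hits start at about 4.7%; inactives centre near -7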
Dyrk1A ADPGlo – Dyrk1A (rat) kinase inhibition; inhibition, % at 12.5 µM; 310,000 tested, 0.43% active; Q63470; ADP-Glo luminescence, NFATc1 peptide; in the data active = inhibition above about 50%;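 note: plate controls were vehicle with enzyme for no effect and no enzyme for full effect; many of its hits are not listed in these tables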
KCNK3 inh – human KCNK3 channel inhibition, primary screen. O14649. 340,000 tested, 0.84% active. B-score at 10 µM. AID 602410. CHO-KCNK3 thallium flux, FluxOR fluorescence; stronger effect = lower value;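 active = B-score under library mean minus 4 SD, starting fluorescence ratio at most library mean plus 5 SD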;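 note: more negative B-score means stronger inhibition of thallium flux through KCNK3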
GSK3 alpha inh – blocks human GSK-3 alpha kinase; 320,000 tested, 0.1% active; inhibition, % at 10 µM; ADP-Glo luminescence, 60 min;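 in the data active = inhibition above about 50%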;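 note: GST-tagged GSK-3 alpha with peptide substrate and 25 µM ATP; 0% = DMSO neutral wells and 100% = GW8510 positive control wells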
Target sequence (P49840 whole entry, looked up): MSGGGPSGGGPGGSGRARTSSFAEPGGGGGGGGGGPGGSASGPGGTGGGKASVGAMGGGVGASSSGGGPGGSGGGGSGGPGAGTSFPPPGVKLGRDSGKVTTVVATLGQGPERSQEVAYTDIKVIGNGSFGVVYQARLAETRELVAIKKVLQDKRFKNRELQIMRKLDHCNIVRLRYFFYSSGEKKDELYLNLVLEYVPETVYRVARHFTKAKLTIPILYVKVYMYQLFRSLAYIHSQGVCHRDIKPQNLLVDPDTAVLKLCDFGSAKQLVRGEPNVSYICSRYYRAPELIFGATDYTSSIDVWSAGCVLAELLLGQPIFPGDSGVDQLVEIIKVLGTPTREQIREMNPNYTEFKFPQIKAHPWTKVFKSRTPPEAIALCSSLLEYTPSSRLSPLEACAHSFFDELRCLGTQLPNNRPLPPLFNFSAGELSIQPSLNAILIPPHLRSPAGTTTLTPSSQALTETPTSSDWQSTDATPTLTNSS
* = called active by the depositor; i = inactive; x = not tested or not shown. Some of the compounds tested. The share of hits here may be higher or lower than overall.

SMILES	PolyA inh	RGS4 block	GSK3beta inhib	KCNQ1 pot	KCNK9 inh	RGS4 act	KCNQ1 block	hERG rescue	Dyrk1A ADPGlo	KCNK3 inh	GSK3 alpha inh
S=c1[nH]nc(C2CCCCC2)n1/N=C/c1ccc(Cl)cc1	i	i	-3	i	i	i	i	-4	11	i	-3
O=C(O)c1ccc(N2C(=O)CC(N3CCN(c4cccc(Cl)c4)CC3)C2=O)cc1 (configuration not stated)	i	i	3	i	i	i	i	-5	x	i	-3
C=CCn1c(SCC(=O)Nc2nncs2)nnc1-c1ccco1	i	i	-2	i	i	i	i	-5	-4	i	0
CCOc1c(Br)cc(/C=N\NC(=O)c2ccccc2)cc1OC	i	i	0	i	i	i	i	-7	3	i	0
CC1CC(C)(C)CC2(C1)NC(=O)N(CC(=O)Nc1ccc(N3CCCCC3)cc1)C2=O (configuration not stated)	i	i	0	i	i	i	i	-17	0	i	-3
Cc1cc(C)cc(NC(=O)N2CCC(C(=O)c3ccc(F)cc3)CC2)c1	i	i	-10	i	i	i	i	-6	3	i	0
Cc1ccc(/C=N/NC(=O)C2CC(=O)N(c3ccccc3)C2)s1 (configuration not stated)	i	i	2	i	i	i	i	-6	2	i	-2
O=c1oc(Nc2ccc(F)cc2)nc2ccccc12	i	i	5	i	i	i	i	-2	-1	i	-1
OC(COc1ccccc1Br)CN1CCNCC1 (configuration not stated)	i	i	0	i	i	i	i	-6	0	i	3
CCOc1cc2c(cc1OC)C(NC(=O)C(F)(F)F)CC2=O (configuration not stated)	i	i	-1	i	i	i	i	-5	-4	i	-2
O=C(O)CCN1C(=O)c2ccc(NC(=O)CSc3ccccc3)cc2C1=O	i	i	-1	i	i	i	i	-11	-5	i	-3
CCOC(=O)c1sc(NC(=O)CN2CC(C)OC(C)C2)nc1C (configuration not stated)	i	i	0	i	i	i	i	-8	1	i	0
CC(SCc1ccccc1)C(=O)NC1CCCC1 (configuration not stated)	i	i	-2	i	i	i	i	-9	2	i	-2
CC(C)(C)n1nnnc1C(c1cccnc1)N1CCOCC1 (configuration not stated)	i	i	1	i	i	i	i	-2	x	i	-4
COc1ccccc1CCNS(=O)(=O)c1cc2c3c(c1)CCN3C(=O)CC2	i	i	-2	i	i	i	i	-9	2	i	0
COc1ccc(C(C)=O)cc1COc1ncnc2ccccc12	i	i	0	i	i	i	i	-10	3	i	0
CCOC(=O)c1oc2ccccc2c1COC(=O)CNC(=O)c1ccco1	i	i	5	i	i	i	i	-14	13	i	-3
CC(C)(C)OC(=O)N1CCN(C(=O)OCC2c3ccccc3-c3ccccc32)CC1C(=O)O (configuration not stated)	i	i	-1	i	i	i	i	-4	3	i	2
O=C(c1ccco1)n1nc(-c2ccc(Cl)cc2)nc1NCc1ccco1	i	i	0	i	i	i	i	-5	0	i	-1
COC(=O)C(CO)NC(=O)C(C)NC(=O)CNC(=O)OCc1ccccc1 (configuration not stated)	i	i	-22	i	i	i	i	0	0	i	-1
CN(CCOC(=O)/C=C/c1ccco1)Cc1ccccc1	x	i	0	i	i	i	i	-15	-2	i	2
CCOC(=O)N1CCC(NC(=O)CCN2C(=O)COc3ccccc32)CC1	i	i	1	i	i	i	i	-5	6	i	-10
CCOc1cc(/C=N/NC(=O)c2ccccn2)ccc1OC(=O)c1ccc(F)cc1	i	i	-7	i	i	i	i	-12	-4	i	0
CNC(=O)c1nc(C)n(-c2cc(Cl)cc(Cl)c2)n1	i	i	1	i	i	i	i	-11	-5	i	-2

Structural class, those above with a Cl atom (4)
SMILES	PolyA inh	RGS4 block	GSK3beta inhib	KCNQ1 pot	KCNK9 inh	RGS4 act	KCNQ1 block	hERG rescue	Dyrk1A ADPGlo	KCNK3 inh	GSK3 alpha inh
S=c1[nH]nc(C2CCCCC2)n1/N=C/c1ccc(Cl)cc1	i	i	-3	i	i	i	i	-4	11	i	-3
O=C(O)c1ccc(N2C(=O)CC(N3CCN(c4cccc(Cl)c4)CC3)C2=O)cc1 (configuration not stated)	i	i	3	i	i	i	i	-5	x	i	-3
O=C(c1ccco1)n1nc(-c2ccc(Cl)cc2)nc1NCc1ccco1	i	i	0	i	i	i	i	-5	0	i	-1
CNC(=O)c1nc(C)n(-c2cc(Cl)cc(Cl)c2)n1	i	i	1	i	i	i	i	-11	-5	i	-2

(next part)
SMILES	PolyA inh	RGS4 block	GSK3beta inhib	KCNQ1 pot	KCNK9 inh	RGS4 act	KCNQ1 block	hERG rescue	Dyrk1A ADPGlo	KCNK3 inh	GSK3 alpha inh
COc1cccc(/C=C2\SC(=S)N(NS(=O)(=O)c3ccc(C)cc3)C2=O)c1OC	i	i	8	i	i	i	i	-4	-1	i	-7
O=C(O)C1CCN(C(=O)NC2CCCCC2)CC1	i	i	1	i	i	i	i	3	-3	i	-1
CCc1nnc(NC(=O)c2cc(-c3ccncc3)nc3ccccc23)s1	i	4.9*	-4	i	i	i	i	-6	-3	i	3
Cc1ccc(NC(=O)CSC2=NN3CCCC(=O)N=C3S2)c(C)c1	i	i	1	i	i	i	i	-9	9	i	-1
CC1CCCN(C(=O)c2ccc3c(c2NCCO)C(=O)c2ccccc2C3=O)C1 (configuration not stated)	i	i	-2	i	i	i	i	-6	x	i	-1
COC(=O)Cc1c(C)c2ccc(OCC(=O)N3CCCC(C)C3)c(C)c2oc1=O (configuration not stated)	i	i	0	i	i	i	i	-8	-7	i	-2
CCOc1cc(N2CCOCC2)c(OCC)cc1NC(=O)c1cc(C)nc2ccccc12	i	i	-2	i	i	i	i	-20	x	i	-1
CC(C)(C)C(=O)NC(=S)Nc1cccc(C(=O)O)c1	i	i	0	i	i	i	i	-6	-7	i	0
CC(C)(C)CC(=O)NC(=S)Nc1ccccc1[N+](=O)[O-]	i	i	2	i	i	i	i	-13	3	i	-1
CCOC(=O)Cc1csc(NC(=O)COc2ccc(N(C)S(=O)(=O)c3cccs3)cc2)n1	x	i	-1	i	i	i	i	-13	14	i	6
COc1ccc(CNC(=O)CS(=O)Cc2nc(-c3ccc(C)cc3)oc2C)cc1 (configuration not stated)	i	i	1	i	i	i	i	-14	3	i	2
O=c1n(-c2cccc(Cl)c2)c(=O)n2n1CCC2	i	i	5	i	i	i	i	0	1	i	1
Cc1ccc(C)c(N2CCN(C(=O)c3ccc(CS(=O)Cc4ccc(Cl)cc4)o3)CC2)c1 (configuration not stated)	i	i	-1	i	i	-8.5*	i	-5	6	i	0
O=C(NNC(=S)NC(=O)c1ccccc1)c1ccc(O)cc1	i	i	-5	i	i	i	i	-12	-2	i	1
CN(CC(=O)Nc1ccccc1C(=O)N1CCCC1)S(=O)(=O)c1ccc(Br)cc1	i	i	2	i	i	i	i	-13	0	i	x
CC(On1nnc2ccccc21)C(=O)N1CCN(Cc2ccccc2)CC1 (configuration not stated)	x	i	2	i	i	i	i	-11	-5	i	0
CCN(C(=S)Nc1cccnc1)c1cccc2ccccc12	i	i	-3	i	i	i	i	-15	-1	i	1
O=C(CSc1nnc(-c2ccncc2)o1)N1CCCC1	i	i	-6	i	i	i	i	-1	-5	i	0
CNc1nc(Nc2ccccc2)nc(OCC(F)(F)F)n1	i	i	-2	i	i	i	i	1	1	i	x
O=C(Nc1ccc(Cn2cccn2)cc1)c1ccc(COc2cccc(Br)c2)cc1	i	i	0	i	i	i	i	-6	9	i	6
C=CCOc1ccc(C(c2c(O)nc(SC)[nH]c2=O)c2c(O)nc(SC)[nH]c2=O)cc1	i	i	-1	i	i	i	i	-8	13	i	6
CSc1nnc(C2CCN(CC(=O)Nc3ccccc3N3CCOCC3)CC2)n1C	i	i	1	i	i	i	i	-8	3	i	-1
O=C(COc1ccc(F)cc1)Nc1nc(-c2ccccn2)cs1	i	i	1	i	i	i	i	-16	7	i	-4
N#Cc1ccccc1S(=O)(=O)Nc1ccc2c(c1)OCCO2	i	i	-11	i	i	i	i	-13	4	i	-1
COc1ccc(S(=O)(=O)NCC(=O)N(CC(=O)NCc2ccco2)Cc2ccc(F)cc2)cc1	i	i	0	i	i	i	i	-6	-3	i	-1
CCOC(=O)CCc1nc2ccccc2[nH]c1=O	i	i	2	i	i	i	i	-9	-5	i	1
CCN(CC(=O)Nc1ccc(Cl)c(C(F)(F)F)c1)CC(=O)NC1CCS(=O)(=O)C1 (configuration not stated)	i	i	2	i	i	i	i	-21	-5	i	-3
CN(CC1CCCO1)S(=O)(=O)c1ccc(C(=O)Nc2nc3cc4c(cc3s2)OCO4)cc1 (configuration not stated)	i	i	4	i	i	i	i	-8	6	i	1
O=C(Oc1ccc(Cl)c2cccnc12)N1CCOCC1	i	i	-2	i	i	i	i	-11	3	i	0
N=c1oc2ccc(Br)cc2cc1C(=O)NCc1ccc(F)cc1	i	i	0	i	i	i	i	-10	1	i	2
CCC(C)Nc1nc(CN2CCOCC2)nc2sc3c(c12)CCC3 (configuration not stated)	i	i	1	i	i	i	i	-5	8	i	x
O=S(=O)(NCCN1CCCC1)c1ccc(Br)cc1	i	i	-2	i	i	i	i	-17	-6	i	1
Cc1ccc(C(=O)c2cn(-c3ccc(F)c(Cl)c3)nn2)cc1	i	i	3	i	i	i	i	-15	5	i	1
O=C(Oc1ccccc1F)C1CCN(C(=O)c2ccc(F)cc2)CC1	i	i	1	i	i	i	i	-6	1	i	-1
CCCc1cc(=O)[nH]c(SCC(=O)c2ccc3c(c2)OCCO3)n1	i	i	-1	i	i	i	i	-13	3	i	-1
N#Cc1c(N)nc2c(c1N)CC(C(F)(F)F)O2 (configuration not stated)	i	i	3	i	i	i	i	-2	1	i	0
Nc1nc(N2CCN(C(c3ccccc3)c3ccccc3)CC2)n[nH]1	i	i	-3	i	i	i	i	-10	0	i	0

Entries from the list above containing a cyano group (two):
SMILES	PolyA inh	RGS4 block	GSK3beta inhib	KCNQ1 pot	KCNK9 inh	RGS4 act	KCNQ1 block	hERG rescue	Dyrk1A ADPGlo	KCNK3 inh	GSK3 alpha inh
N#Cc1ccccc1S(=O)(=O)Nc1ccc2c(c1)OCCO2	i	i	-11	i	i	i	i	-13	4	i	-1
N#Cc1c(N)nc2c(c1N)CC(C(F)(F)F)O2 (configuration not stated)	i	i	3	i	i	i	i	-2	1	i	0

Screens from PubChem.
